# FAS-TE inh = FAS thioesterase domain inhibitors, primary screen, biochemical, fluorescence intensity, uHTS | Fatty acid synthase (Homo sapiens), P49327 | inhibition, % at 15 µM | actives 0.67% (n = 360,000) | recombinant FAS-TE, OMFH fluorogenic substrate, fluorescence endpoint;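 active means compounds whose normalised, plate-corrected inhibition of enzyme fluorescence in the single-dose primary screen is 50% or more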;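 further: 0% = DMSO with enzyme and 100% = substrate without enzyme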
# Rin1 Abl inh = inhibitors of Rin1-Abl protein binding, primary screen, biochemical, TR-FRET; Tyrosine-protein kinase ABL1 (Homo sapiens) + Ras and Rab interactor 1 (Homo sapiens), …; AID 588664, 2011; actives 0.4% (n = 360,000); inhibition, % at 7.35 µM; in the data active means inhibition above about 5%, passing the limit was not always enough
# MsrA act = bovine MsrA enzyme activators, primary screen, biochemical, absorbance, HTS | Methionine sulfoxide reductase A (Bos taurus) | purified bovine MsrA, absorbance read-out | activation, % at 10.6 µM | actives 0.3% (n = 360,000); in the data active means activation above about 7.5%;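 further: 0% = vehicle and 100% = reference activator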
# Neddylation inh = inhibitors of cullin neddylation, primary screen, biochemical, TR-FRET, uHTS, NAE and Ubc12. NEDD8-conjugating enzyme Ubc12 (Homo sapiens) + NEDD8-activating enzyme E1 regulatory …. actives 0.58% (n = 360,000). calls only at 25 µM. AID 651699, 2012; in the data active means inhibition above about 36%
# eLon inh = inhibitors of E. coli Lon protease, primary screen, biochemical, fluorescence polarization; P0A9M0; purified E. coli Lon protease; inhibition, % at 7.94 µM; actives 0.42% (n = 360,000); AID 602123, 2011; in the data active means inhibition above about 13%, passing the limit was not always enough;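 further: 0% = enzyme with probe and DMSO and 100% = no enzyme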
# CendR NRP1 mod = modulators of CendR peptide binding to NRP-1, primary screen, biochemical, fluorescence polarization, uHTS; inhibition, % at 25 µM; actives 0.85% (n = 360,000); Neuropilin-1 (Homo sapiens), O14786; FAM-RPARPAR peptide binding to NRP-1; AID 602438, 2012;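 active means inhibition or corrected inhibition above about 18%, plus a signal ratio from 0.5 to 1.5, limit read from the data, passing the limit was not always enough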; further: strong numbers were not always called active
# Target sequence (O14786 whole entry, looked up): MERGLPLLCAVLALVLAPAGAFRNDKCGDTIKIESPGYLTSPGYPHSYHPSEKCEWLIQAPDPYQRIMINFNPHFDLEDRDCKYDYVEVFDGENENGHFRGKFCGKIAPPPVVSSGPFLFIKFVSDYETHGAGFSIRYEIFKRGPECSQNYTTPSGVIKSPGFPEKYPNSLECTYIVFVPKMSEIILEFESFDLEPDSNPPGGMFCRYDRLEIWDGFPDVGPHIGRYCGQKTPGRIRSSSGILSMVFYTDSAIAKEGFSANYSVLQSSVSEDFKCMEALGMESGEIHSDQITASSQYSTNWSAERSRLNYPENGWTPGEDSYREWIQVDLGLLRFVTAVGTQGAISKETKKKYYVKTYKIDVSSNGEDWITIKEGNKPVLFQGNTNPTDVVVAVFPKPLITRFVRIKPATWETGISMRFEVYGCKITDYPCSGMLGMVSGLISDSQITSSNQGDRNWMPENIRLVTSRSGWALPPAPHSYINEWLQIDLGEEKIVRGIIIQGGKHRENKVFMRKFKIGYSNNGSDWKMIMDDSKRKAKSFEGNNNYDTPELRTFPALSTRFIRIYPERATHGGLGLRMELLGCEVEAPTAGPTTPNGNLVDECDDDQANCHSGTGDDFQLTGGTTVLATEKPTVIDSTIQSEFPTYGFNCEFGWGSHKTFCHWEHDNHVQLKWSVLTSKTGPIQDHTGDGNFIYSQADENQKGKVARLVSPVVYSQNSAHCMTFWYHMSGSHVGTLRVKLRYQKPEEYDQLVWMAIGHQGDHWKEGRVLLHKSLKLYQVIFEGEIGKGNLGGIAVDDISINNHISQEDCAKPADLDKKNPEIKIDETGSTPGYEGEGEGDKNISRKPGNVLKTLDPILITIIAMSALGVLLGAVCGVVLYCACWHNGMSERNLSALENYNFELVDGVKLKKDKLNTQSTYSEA
# MLLE-PAM2 inh = inhibitors of PABP1 MLLE–PAM2 peptide binding, primary screen, biochemical, fluorescence polarization, FITC-PAM2, GST-MLLE | Polyadenylate-binding protein 1 (Homo sapiens), P11940 | inhibition, % at 20 µM | actives 0.36% (n = 360,000) | AID 588489, 2011; in the data active means inhibition above about 35%, passing the limit was not always enough;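 further: plate controls were DMSO wells with GST-MLLE for no effect and wells lacking GST-MLLE protein for full effect; some results filed as inactive read as strong as hits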
# MT1-MMP act inh = blockers of MT1-MMP proenzyme processing, primary screen, HT1080 RFP-PRO-GFP cells, GFP/RFP fluorescence; GFP/RFP ratio fluorescence, overnight; percent of plate control window, DMSO zero; Matrix metalloproteinase-14 (Homo sapiens), P50281; actives 0.061% (n = 360,000); GFP/RFP ratio change, % at 20 µM;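 active means GFP/RFP ratio change of at least 30% with cell ATP level not reduced by more than half and red fluorescence within 50% of control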; further: strong numbers were not always called active
#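 Assay system: RFP-PRO-GFP reporter HT1080 cells; read-out basis: GFP/RFP fluorescence ratio; benchmarks: DMSO wells and RFP-L50D-GFP cells; doses: 20 µM single dose, 1% DMSO; schedule: overnight cell settling, then overnight compound exposure, 37 °C, 5% CO2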
# SKN-1 block = suppressors of acrylamide-induced Pgst-4::GFP reporter in worms, primary screen, SKN-1 inhibitor project, whole organism, uHTS, GFP/RFP fluorescence ratio, strain VP596; actives 0.49% (n = 360,000); inhibition, % at 21.8 µM; AID 624304, 2012; C. elegans VP596 Pgst-4::GFP/RFP ratio, 24 h;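 active means interference check ratio from 0.5 to 1.5 plus GFP to RFP signal ratio inhibition reaching or exceeding a fixed threshold, cut at about 30% in these data, passing the limit was not always enough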; further: some compounds called inactive have numbers as strong as hits
# * = called active by the depositor; i = inactive; x = no result given. Hits appear at their usual frequency; overall some 4% were active at least once.
# Value order: FAS-TE inh	Rin1 Abl inh	MsrA act	Neddylation inh	eLon inh	CendR NRP1 mod	MLLE-PAM2 inh	MT1-MMP act inh	SKN-1 block
Cc1nn(-c2ccccc2)c2c1C1(C(=O)N(C(C)C)c3ccccc31)C(C#N)=C(N)O2 (centres undefined)
 : 10	-3	1	i	4	-6	18	3	4
O=C(CCSc1ccccc1)NCCN1CCOCC1
 : -7	4	-12	i	2	-3	14	-2	-3
Cc1cc(OCc2cc(C(=O)N3CCCCCC3)no2)cc(C)c1Cl
 : 27	-1	-2	i	11	17	2	-1	22
N/C(=N\OC(=O)CCCc1ccccc1)c1cccnc1
 : -8	1	-2	i	-4	-5	-4	-4	2
O=C(Nc1cc2ccccc2oc1=O)c1ccccc1
 : 3	0	0	i	2	10	9	-3	17
O=C(c1c[nH]c2ccc(S(=O)(=O)N3CCC4(CC3)OCCO4)cc2c1=O)N1CCOCC1
 : -3	3	-4	i	-2	-8	-5	1	-23
CC(C)C(=O)Nc1ccccc1N1CCN(C(=O)c2ccccc2)CC1
 : -6	-2	-6	i	4	8	5	-1	13
CCN(CC)c1ccc(CNc2nc3ccccc3n2CCN2CCCCC2)cc1
 : 13	4	-2	i	-1	1	-8	-22	8
COc1ccc(Cc2nnc3sc(SCC(=O)Nc4ccccc4)nn3c2=O)cc1OC
 : 2	0	-3	i	-8	-3	15	0	8
CC(=O)c1ccc(NC(=O)C2CC(=O)N(C(C)C)C2)cc1 (centres undefined)
 : -7	1	-2	i	1	-2	-3	4	-2

# Continued; it opens with the 4 that closed the last part.
# Value order: FAS-TE inh	Rin1 Abl inh	MsrA act	Neddylation inh	eLon inh	CendR NRP1 mod	MLLE-PAM2 inh	MT1-MMP act inh	SKN-1 block
CC(C)C(=O)Nc1ccccc1N1CCN(C(=O)c2ccccc2)CC1
 : -6	-2	-6	i	4	8	5	-1	13
CCN(CC)c1ccc(CNc2nc3ccccc3n2CCN2CCCCC2)cc1
 : 13	4	-2	i	-1	1	-8	-22	8
COc1ccc(Cc2nnc3sc(SCC(=O)Nc4ccccc4)nn3c2=O)cc1OC
 : 2	0	-3	i	-8	-3	15	0	8
CC(=O)c1ccc(NC(=O)C2CC(=O)N(C(C)C)C2)cc1 (centres undefined)
 : -7	1	-2	i	1	-2	-3	4	-2
COc1ccc(N2CCN(C(=O)CCNS(=O)(=O)c3ccccc3)CC2)cc1
 : 0	-2	-6	i	-5	-6	16	-2	-1
COc1cc2[nH]c(=S)n(Cc3ccc(F)cc3)c(=O)c2cc1OC
 : 2	7	-10	i	0	-6	-104	3	-1
COc1ccccc1OCc1ccc(C(=O)N2N=C(C(F)F)CC2(O)C(F)F)o1 (centres undefined)
 : 5	4	-5	i	4	-4	11	-1	5
O=C(Nc1ccccc1)c1sc(Cl)nc1-c1ccccc1
 : 6	-1	-7	i	-11	-3	2	1	14
COc1ccc(CCNc2c(C=O)c(=O)[nH]c3ccccc23)cc1OC
 : -4	0	-3	i	3	-7	-4	-3	-10
O=[N+]([O-])c1ccc(C2CC(c3ccccc3)=Nc3ccccc3S2)cc1 (centres undefined)
 : 13	3	2	i	-8	4	23	-2	12
CN(C)c1ccc(NC(=O)CSc2nnc(C3CCCCC3)n2N)cc1
 : 0	0	-2	i	4	12	-27	1	11
CCCn1c(=O)c2ccccc2n2c(SCc3nnc(-c4ccccc4Br)o3)nnc12
 : 1	0	3	i	7	-3	-46	-5	18
O=C1CC(c2ccco2)CC(O)=C1C=Nc1ccc(Br)cc1 (centres undefined)
 : -2	1	-8	i	6	-16	-3	-5	12
CC(=O)c1cc(OC(=O)N2CCOCC2)ccc1OC(=O)N1CCOCC1
 : -7	1	-3	i	-8	2	-10	4	-7
Clc1ccc(/C=N/Nc2nnc(Cl)c3ccccc23)cc1
 : 1	2	-1	i	-10	15	-20	-2	4
COC(=O)Cn1nnnc1-c1nc2cc(C)c(C)cc2[nH]c1=O
 : -10	x	-6	x	4	-8	x	2	-1
CC(C)C(=O)N1N=C2CCCCC2C1(O)C(F)(F)F (centres undefined)
 : -10	4	-13	i	7	0	9	-1	-10
CCC(C)[C@H]1CN=C(N)N1CCc1cccc2ccccc12 (some centres undefined)
 : -29	2	-1	i	-13	10	-5	-2	-7
NC(=O)N/N=C/c1cn(CC(=O)Nc2ccc(F)cc2)c2ccccc12
 : -3	4	-2	i	7	3	4	4	-6
Cc1ccc(S(=O)(=O)NCC(=O)Nc2cccnc2)cc1C
 : -6	4	-2	i	-7	11	-3	-1	-5
COc1ccc(CCNC(=O)c2ccc(OCC(=O)N3CCOCC3)c(OC)c2)cc1
 : -8	-1	-2	i	-1	13	-49	2	12
O=S(=O)(NCCN1CCOCC1)c1ccc2c(c1)OCCO2
 : -8	8	-10	i	-11	-12	3	7	-8
Cc1snc(SCc2c(F)cccc2Cl)c1C#N
 : 20	2	-6	i	4	0	6	0	6
COCCCNC(=O)c1cc(=O)n(Cc2ccc(Cl)cc2)c2ccccc12
 : -1	1	-3	i	-2	-17	17	2	0
O=C(Nc1ccn(CCCNCC2CCCO2)c(=O)n1)OCc1ccccc1 (centres undefined)
 : -10	-3	-2	i	-8	-11	-4	1	-5
CN(CCO)c1nc(N)c2c(N)nc3c(c2c1C#N)CC(=O)N3Cc1cccs1
 : 27	0	-2	x	4	4	1	-9	8
COc1ccc(F)cc1S(=O)(=O)N1CCN(c2ccccn2)CC1
 : 4	0	-1	i	-6	5	12	1	-14
Nc1ncnc2c1ncn2[C@@H]1O[C@H](CNS(=O)(=O)c2cc3ccccc3s2)[C@@H](O)[C@H]1O
 : -9	1	-3	i	-13	-2	7	2	-8
O=C(CNc1cccc2ccccc12)N/N=C/c1ccc(C(=O)O)cc1
 : -5	-3	-5	i	-2	-21	-17	6	8
Cc1nn(-c2ccccc2)c2sc(C(=O)n3cccn3)cc12
 : 8	0	-1	i	-9	-10	-1	1	-5
O=C1CN=C(Nc2ccccc2Cl)N1Cc1ccc2c(c1)OCO2
 : -1	2	-7	i	-3	9	10	-3	-19
Cc1c(NC(=S)NC(=O)c2ccco2)c(=O)n(-c2ccccc2)n1C
 : -11	-1	-6	i	-2	1	24	3	-11
O=C(CCSCCC(=O)NN=Cc1cccc(Cl)c1)NN=Cc1cccc(Cl)c1
 : 19	-1	-1	i	1	-8	-6	3	-2
S=c1[nH]nc(-c2cccnc2)n1/N=C/c1cccs1
 : -10	-1	10*	i	-8	-10	-37	2	-22
CN(C(=O)COC(=O)c1cc(S(=O)(=O)N2CCCCC2)ccc1Cl)c1ccccc1
 : 21	1	-1	i	-10	8	-6	0	9
CCCCN(C)C(=O)Cc1c(OC)ccc2cc(Br)ccc12
 : 17	-6	-2	i	0	-8	4	-7	-6
N=C1C(c2nc3ccccc3[nH]2)=C(O)CN1c1ccc(CC(=O)O)cc1
 : -12	4	-9	i	-17	-37	-24	-6	6
COc1cccc(-n2nc(C(C)=O)c(C#N)c2-c2ccco2)c1
 : -3	0	-2	i	6	14	2	-5	13
Cn1c(=O)oc2cc(S(=O)(=O)N3CCC(C(=O)NCc4ccccc4Cl)CC3)ccc21
 : -2	1	-4	i	-4	2	4	4	1
O=C(O)C1CC=CCC1C(=O)NCc1cn2ccccc2n1 (centres undefined)
 : -5	-2	-6	i	-3	1	-7	5	2
CN(c1cccc(NC(=O)CN(c2ccc(F)cc2)S(C)(=O)=O)c1)S(C)(=O)=O
 : -3	-1	-9	i	-1	4	-6	1	-3
COc1ccc(/C=C(\NC(=O)c2ccccc2Cl)C(=O)NCCCC(=O)O)cc1
 : -8	0	-2	i	-2	10	6	2	7
CCCCn1cnc2c(=S)nc(N)[nH]c21
 : -4	-2	0	i	-10	-1	25	1	16
COc1cccc(NC(=O)Cn2c(=O)n(CCCC(=O)NCc3ccco3)c(=O)c3ccccc32)c1
 : 0	2	-2	i	-2	5	-5	2	9
Cc1ccc2nsnc2c1S(=O)(=O)N1CCN(C)CC1
 : -1	1	-5	i	2	6	-4	-2	3
CN1C(C(=O)NCc2ccccc2)CC2Cn3c(nc4cc(Cl)c(Cl)cc43)C21 (centres undefined)
 : 13	1	0	i	-10	-4	8	1	-12
CC(C)[C@@H]1CC[C@@H](C)c2c(-c3ccccc3)n[nH]c21
 : -4	2	-7	i	-5	-3	2	-1	19
COCC(=O)Nc1cccc(-c2ccc3nncn3n2)c1
 : -4	-2	-3	i	-1	-9	1	1	4
COc1ccc(NS(=O)(=O)c2ccc3c(c2)CCO3)cc1
 : 0	-1	-5	i	1	-8	8	1	-21
COc1cccc(CNC(=O)CSc2ccc(-c3ccco3)nn2)c1
 : -6	-4	-7	i	6	10	26	1	-15
CC(/C=C/c1ccco1)=N\NC(=O)CNc1cccc(C)c1
 : -6	3	-8	i	1	14	0	0	-4
COC(=O)COc1ccc2occ(C(C)=O)c2c1
 : -7	-2	-1	i	0	3	-4	-1	8
O=C(O)c1ccc(NC(=S)NC(=O)c2ccc(-c3ccc(Br)cc3)o2)cc1
 : 16	-2	-2	i	-19	10	6	-1	26
Cc1cccc(NC(=O)CSc2nncn2N)c1C
 : -6	0	2	i	-2	-2	-1	0	0

# Carrying on.
# Value order: FAS-TE inh	Rin1 Abl inh	MsrA act	Neddylation inh	eLon inh	CendR NRP1 mod	MLLE-PAM2 inh	MT1-MMP act inh	SKN-1 block
CC(C)(C)c1ccc(-c2n[nH]c(=S)n2CC2CCCO2)cc1 (centres undefined)
 : -2	0	1	i	1	0	-8	-2	0
O=C1C2C3C=CC([C@@H]2C(=O)N1c1nccs1)C31CC1 (some centres undefined)
 : -6	-5	-2	i	-3	7	4	3	-2
O=C(NCc1ccc(F)cc1)C1CCCN1C(=O)Nc1ccc(F)cc1 (centres undefined)
 : -2	-1	4	i	-2	-3	2	-4	-8
Cc1ccc2oc(=O)c3cc(C(=O)NCCCN4C(C)CCCC4C)sc3c2c1 (centres undefined)
 : -7	-10	-1	i	-11	1	-9	-1	10
CC1C(=NO)C(C)C(c2ccc(N(C)C)cc2)NC1c1ccc(N(C)C)cc1 (centres undefined)
 : -5	0	2	i	-3	-7	2	-1	19
N#CCSc1nc2scc(-c3cccs3)c2c(=O)n1CCc1ccccc1
 : 24	4	-3	i	-6	3	-5	2	11
COc1ccc2[nH]c(=O)c(-c3noc(-c4ccccc4)n3)cc2c1
 : 0	1	-4	x	-7	-6	-4	-2	-7
CC(=O)NCCNC(=O)C1Cc2c(-c3ccccc3)ccnc2O1 (centres undefined)
 : -7	0	0	i	2	-6	6	4	0
CCOC(=O)N1CCN(C(=O)c2ccc3c(SCC(=O)O)c4c(nc3c2)CCC4)CC1
 : 0	-3	1	i	-4	-5	-3	-2	-7
O=C1CSC(c2ccccc2)N1c1ccc([N+](=O)[O-])cc1 (centres undefined)
 : 6	-3	0	i	5	-8	-3	-4	4
COc1ccc(/C=C(\C#N)C(=O)NCc2cccnc2)cc1OC
 : -5	1	-7	i	-2	-6	9	-2	9
O=C(O)C1C2C=CC(C2)C1C(=O)N1CCOCC1 (centres undefined)
 : -9	0	-3	i	-5	-14	-23	-1	-4

# Screening data from PubChem.
